SRC2 inh – inhibits human steroid receptor coactivator 2; HEK293 GAL4-SRC2 luciferase reporter, luminescence; inhibition, % at 9 µM; AID 651957; 370,000 compounds, 0.17% hits;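 active = inhibition above the mean inhibition of all tested compounds plus 3 SD, set per campaign, cut at about 52% in these data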;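 also: 0% = DMSO treated cells and 100% = cells given Gossypol at 36 µM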
NR2F2 inh – blocks human COUP-TFII nuclear receptor. HEK293T NGFI-A luciferase reporter, luminescence. inhibition, % at 8.6 µM. 370,000 compounds, 0.7% hits. AID 686940;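 active = inhibition above a per-plate cutoff, mean inhibition of test wells between control levels plus 3 SD, cut at about 38% in these data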;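 also: cells cotransfected with COUP-TFII expression vector driving the NGFI-A reporter; 0% = median of COUP-TF2 test wells and 100% = reporter-only cells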
* hit, by the source's call.

SMILES	SRC2 inh	NR2F2 inh
COc1cc(N)c(Cl)cc1C(=O)NC1CCN(CCCOc2ccc(F)cc2)CC1OC (stereo not given)	10.2	8.9

Source: PubChem

This is a subset. The share of hits here may be higher or lower than overall.
